FBW7 activator = activators of human E3 ligase FBW7 | Q969H0 | normalized activity (activation), % at 26.1 µM | hit rate 0.13% among 650,000 | AlphaScreen FBW7–phospho-cyclin E peptide binding, activator screen; in the data active means normalized activity above about 1.9%;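 further: purified mutant Fbw7 with reduced substrate affinity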
Target sequence (Q969H0 whole entry, looked up): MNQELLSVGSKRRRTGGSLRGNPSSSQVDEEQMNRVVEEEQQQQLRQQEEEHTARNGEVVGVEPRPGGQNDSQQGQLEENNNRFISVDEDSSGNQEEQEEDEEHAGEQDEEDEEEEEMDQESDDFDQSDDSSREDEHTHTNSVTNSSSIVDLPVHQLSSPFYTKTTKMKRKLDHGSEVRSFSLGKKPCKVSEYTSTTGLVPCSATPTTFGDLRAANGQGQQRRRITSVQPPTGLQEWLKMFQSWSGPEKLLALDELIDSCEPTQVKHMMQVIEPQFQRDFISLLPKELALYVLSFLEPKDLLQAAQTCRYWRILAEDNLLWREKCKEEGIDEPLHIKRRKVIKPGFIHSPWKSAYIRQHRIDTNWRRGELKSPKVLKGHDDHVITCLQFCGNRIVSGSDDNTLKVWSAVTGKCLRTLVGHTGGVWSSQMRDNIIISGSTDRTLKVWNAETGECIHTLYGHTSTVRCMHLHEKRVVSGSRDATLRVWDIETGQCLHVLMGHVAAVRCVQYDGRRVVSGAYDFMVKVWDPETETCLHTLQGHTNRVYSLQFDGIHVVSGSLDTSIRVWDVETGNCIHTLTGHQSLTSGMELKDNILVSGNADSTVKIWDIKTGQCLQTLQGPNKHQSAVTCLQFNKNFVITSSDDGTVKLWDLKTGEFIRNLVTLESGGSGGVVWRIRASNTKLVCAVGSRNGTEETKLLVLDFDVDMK
GPR151 activ = activates the human receptor GPR151 | Q8TDV0 | PathHunter beta-arrestin GPR151 cells, luminescence | activation, % at 11.2 µM | hit rate 1% among 650,000 | AID 1508602; in the data active means activation above about 4.9%;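 further: 0% = median of compound wells and 100% = cells with positive control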
Target sequence (Q8TDV0 whole entry, looked up): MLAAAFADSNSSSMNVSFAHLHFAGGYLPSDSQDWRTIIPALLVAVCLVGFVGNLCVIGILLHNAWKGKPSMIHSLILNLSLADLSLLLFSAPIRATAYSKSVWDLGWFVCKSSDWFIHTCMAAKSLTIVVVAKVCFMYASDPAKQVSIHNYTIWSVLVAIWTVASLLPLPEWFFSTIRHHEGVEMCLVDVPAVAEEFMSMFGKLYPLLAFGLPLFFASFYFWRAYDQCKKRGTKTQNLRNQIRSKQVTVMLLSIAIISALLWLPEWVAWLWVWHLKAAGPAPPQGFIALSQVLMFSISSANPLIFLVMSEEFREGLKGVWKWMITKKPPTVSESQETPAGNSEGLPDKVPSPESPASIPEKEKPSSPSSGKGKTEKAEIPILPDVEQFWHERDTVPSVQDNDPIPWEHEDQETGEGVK
TEAD-YAP block = TEAD-YAP interaction inhibition; HEK-TIYL cells, TEAD-Gal4/YAP UAS-luciferase luminescence; inhibition, % at 9.12 µM; hit rate 1.4% among 640,000; AID 1259422; in the data active means inhibition above about 32%;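 further: 0% = median of test compound wells and 100% = reference inhibitor wells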
MITF inh = inhibitors of human MITF. hit rate 0.91% among 650,000. O75030. AlphaScreen MITF homodimerization, bead proximity signal. inhibition, % at 2.6 µM. AID 1259374; in the data active means inhibition above about 50%;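 further: 0% = vehicle wells with protein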
Active calls of the source: *; & = joins results of further samples.

SMILES	FBW7 activator	GPR151 activ	TEAD-YAP block	MITF inh
CC1(C)C(=O)Nc2ccccc2N1C(=O)CN1C(=O)c2ccccc2C1=O	-0.2	0.1	-3.6	-3.0
O=C(CNS(=O)(=O)c1ccccc1)NCC(=O)N1CCOCC1	0.6	0.5	-3.1	16.2
NC(=O)C1CCN(C(=O)CCC(=O)c2ccc(F)cc2)CC1	0.1	-0.4	1.7	-11.8
Nn1c(SCC(=O)Nc2nc(-c3ccc(F)cc3)cs2)nnc1-c1cccs1	0.7	-0.8	1.6	11.1
COc1ccc(/C=N\NC(=O)CCC2C(=O)NN=C2C)c(OC)c1 (centres undefined)	0.1	0.8	-1.0	0.5
CC(C(=O)Nn1cnnc1)N1C(=O)c2ccccc2C1=O (centres undefined)	-0.8	0.7	3.9	0.0
CCOC(=O)c1c(NC(=O)c2ccc(C(=O)OC)cc2)sc2c1CCCC2	0.1	0.0	7.3	-7.0
COc1ccc(NC(=O)C2C3C=CC4(O3)C2C(=O)N(Cc2ccccc2)C4C(=O)NC2CCCC(C)C2C)cc1 (centres undefined)	0.7	-1.6	2.3	12.1
CCSCC(=O)Nc1ccccc1F	0.2	1.7	6.9	19.1
NC(=S)N/N=C/c1ccc(OCc2ccccc2)cc1	-0.4&-0.5	-0.7&-0.7	20.2&10.1	-3.1&-71.0
CC(=O)NC1=NN(C(C)=O)C(C)(c2ccc(Br)cc2)S1 (centres undefined)	0.0	-0.2	-1.7	4.1
CCOC(=O)/C=C/c1ccco1	0.0	0.1	-3.3	14.3
CCOC(=O)C1=C(CC)Nc2ccccc2N=C1N=Cc1c(O)[nH]c(=O)[nH]c1=O	0.1	-0.5	0.4	6.4
COc1ccc(C(=O)CC2(O)C(=O)Nc3ccc(C)cc32)c(OC)c1 (centres undefined)	0.0	-1.0	0.1	0.5
CC(C)CCNC(=O)c1ccc2c(c1)N(Cc1ccc(F)cc1)C(=O)CS2	0.0	-0.2	2.9	-3.1
Clc1ccccc1-c1ccc(NCCN2CCOCC2)nc1	0.0	0.8	-16.2	16.3
N#CC(C#N)=C(/C=C/c1ccccc1)C1CC1	0.0	-0.3	-6.7	27.8
COC(=O)c1sc(=S)n(-c2ccc(OC)cc2OC)c1N	-0.1	-1.5	-11.2	-6.0
COc1cccc(OC)c1C(=O)Nc1ccc(S(=O)(=O)Nc2cc(C)nc(C)n2)cc1	-0.1	1.4	0.9	1.4
CCOc1cc(C2NC(=O)NC(C)=C2C(=O)OC2CCCCCCC2)ccc1O (centres undefined)	0.1	-0.3	-6.0	0.3
O=C1NC(CC(=O)N2CCC(c3ncncc3-c3ccncc3)CC2)c2ccccc21 (centres undefined)	-0.1	-0.1	-13.2	-2.5
CCOc1ccc(CN(C)CCN(C)C)cc1	0.1	0.1	-5.2	85.0*
COc1cccc(-c2cnc3[nH]c(=O)n([C@H](C)c4ccccc4)c3n2)c1	-0.3	0.1	7.3	-5.5
O=C(CN(c1cccc(C(F)(F)F)c1)S(=O)(=O)c1ccccc1)Nc1cccnc1	0.0	0.0	13.0	-1.6
CC(=O)Nc1ccc(NC(=O)c2csc(NCc3cccnc3)n2)cc1	-0.2	-2.9	4.8	-5.2

Next section, overlapping the part above by 4 compounds.
SMILES	FBW7 activator	GPR151 activ	TEAD-YAP block	MITF inh
CCOc1ccc(CN(C)CCN(C)C)cc1	0.1	0.1	-5.2	85.0*
COc1cccc(-c2cnc3[nH]c(=O)n([C@H](C)c4ccccc4)c3n2)c1	-0.3	0.1	7.3	-5.5
O=C(CN(c1cccc(C(F)(F)F)c1)S(=O)(=O)c1ccccc1)Nc1cccnc1	0.0	0.0	13.0	-1.6
CC(=O)Nc1ccc(NC(=O)c2csc(NCc3cccnc3)n2)cc1	-0.2	-2.9	4.8	-5.2
COc1ccc(OCC(=O)Nc2ccc(-c3nc4ccccc4[nH]3)cc2)cc1	0.5	-2.5	-28.1	-1.6
CC(C)(C)C(=O)NNC(=O)C12CC3CC(CC(C3)C1)C2	0.0	-0.4	5.5	4.0
COCCNC(=O)c1c[nH]c2ccc(S(=O)(=O)N(C)CCC#N)cc2c1=O	-0.2	0.7	4.7	-1.8
Clc1ccc(SCCCCN2CCNCC2)cc1	-0.3	-0.7	-4.3	34.0
O=C(Nc1ccc(-n2nncc2-c2ccccc2)cc1)c1ccc2c(c1)OCO2	0.1	0.3	-10.9	12.2
N#Cc1c[nH]n2c(NC3CCCC3)c(-c3cccs3)nc12	-0.2	0.3	-2.3	7.9
O=C(NCc1ccco1)/C(=C/c1ccc2c(c1)OCO2)NC(=O)c1ccc(Br)o1	-0.1	-0.3	5.0	-4.3
Cc1cccc(N2CCN(c3ccc(N4C(=O)CCCC4=O)cc3[N+](=O)[O-])CC2C)c1 (centres undefined)	-0.1	0.3	6.8	13.7
Cc1sc2ncn3c(SCC(=O)NC(C)(C)C)nnc3c2c1C	-0.1	-0.1	-23.9	4.2
O=C1CCCN1c1ccc(C(=O)n2ccnc2)cc1	0.0	0.5	-0.3	-0.1
C/C(=N\NC(=O)c1cccnc1)c1ccc(Cl)s1	-0.2	1.0	-3.0	-1.7
CCN(CC)CCCNC(=O)Cn1cc2c(n1)CCC(C)C2 (centres undefined)	0.1	-0.1	-0.3	-13.7
CC(=O)Nc1nc(C)c(-c2csc(Nc3cccc(C(C)=O)c3)n2)s1	0.1	-1.4	0.3	11.5
O=C(Cn1cnc2sc3c(c2c1=O)CCCC3)NCCCC(=O)N1CCOCC1	-0.1	-0.1	1.6	-0.4
Cc1ccc(N2C(=S)N=C(Nc3cccc(C)c3)C23CCCCC3)cc1	-0.1	0.7	13.0	9.9
O=C(NC(=S)Nc1nc2ccccc2s1)c1cc2ccccc2o1	0.3	0.3	-36.7	-8.0
O=C(O)COc1ccc2ccc(=O)oc2c1	0.0	0.5	-4.6	19.9
COc1ccc(-c2cccc3cnc(Nc4ccc(-n5cnc(-c6ccc(C)nc6)n5)cc4)nc23)cc1F	0.3	0.1	14.3	9.8
COc1cc(CC(=O)O)c(C(=O)O)cc1OC	0.6	0.8	12.9	18.9
O=C(Nc1ccc(-c2nc3ccccc3[nH]2)cc1)c1ccc(N2C(=O)CCC2=O)cc1	0.1	1.3	15.2	20.1
CCOC(=O)C1CCCN(C(=O)CCC2(Cc3ccco3)CCC(=O)N2)C1 (centres undefined)	0.2	-0.5	-9.2	-0.3
CN(C)c1ccc(CC(=O)N2CC[C@@H](c3ccccc3)[C@H](O)C2)cc1	-0.1	-0.1	-4.7	10.8
O=C(CCSc1nc2ccccc2s1)Nc1ccccc1	-0.1	2.6	-19.4	-3.8
Cc1sc(NC(=O)CN2CCN(C/C=C/c3ccccc3)CC2)c(C(N)=O)c1C	-0.1	-0.1	3.6	2.1
CC(C)(C)c1ccc(S(=O)(=O)/N=C2\C=CC(=O)C(Br)=C2)cc1	-0.1	-1.1	3.9	-2.1

The results go on:
SMILES	FBW7 activator	GPR151 activ	TEAD-YAP block	MITF inh
O=S(=O)(Nc1ccccc1F)c1c(Cl)cccc1Cl	0.9	-1.2	-10.2	1.7
CCn1c(C)cc(=O)cc1-c1ccc(Cl)cc1	0.1	0.2	4.8	17.6
COc1ccc(-c2nc3sc4c(c3c(=O)n2N)CCCC4)cc1	-0.1	-2.0	-69.0	-1.7
CCOc1cccc2c1OC(c1cccc(F)c1)N1N=C(c3cccc(OC)c3)CC21 (centres undefined)	-0.1	-0.9	5.8	-2.5
Cc1ccc(NC(=O)c2c(Br)sc3c2CCCC3)cc1	-0.1	-0.2	-21.5	-5.4
Cn1c(SCc2ccc(F)c3ccccc23)nc2ccccc2c1=O	-0.1	1.1	-8.1	3.3
c1ccc(CCn2nnnc2C(c2ccccn2)N2CCN(c3ccccc3)CC2)cc1 (centres undefined)	-0.2	2.4	6.5	-55.9
COc1ccc(-c2cccc(C(=O)Nc3ccc(NC(C)=O)cc3)c2)cc1	0.3	-0.9	2.1	5.5
Cc1cccc(C(=O)Nc2nc3ccc(S(C)(=O)=O)cc3s2)c1	-0.2	-4.4	-36.6	9.1
COc1ccc(-c2noc(C3CCC(=O)N3S(=O)(=O)c3ccc(C)cc3)n2)cc1 (centres undefined)	0.1	0.1	-3.3	12.5
O=C(COC(=O)c1cccnc1)Nc1ccc2ccccc2c1	0.1	-0.8	-5.6	6.4
COc1ccccc1NC(=O)c1cc([N+](=O)[O-])ccc1Br	0.2	-1.0	14.6	7.3
O=C(NCCN1CCOCC1)c1cccc(N2CCC(N3CCOCC3)CC2)n1	0.1	-0.4	-3.0	-8.7
O=C(Nc1ccc(Oc2ccccc2)cc1)C1C2C=CC3(O2)C1C(=O)N(C1CCCCC1)C3C(=O)NC1CCCCC1 (centres undefined)	-0.1	1.3	-5.2	12.4
Cc1cccc(Cn2nnc(C(=O)Nc3ccc(F)c(Cl)c3)c2N)c1	0.2	0.6	-4.0	14.5
COc1cc(OC)c(OC)cc1/C=C1/N=C(c2cc(Cl)ccc2OC)OC1=O	-0.1	0.4	-0.5	2.2
CS(=O)(=O)N(CC(=O)Nc1ccc(F)c(F)c1)c1ccc(OCc2ccccc2)cc1	-0.2	-1.4	-2.6	1.1
Cn1cnnc1SC1CCCCN(C(=O)c2ccc(F)cc2)C1=O (centres undefined)	-0.1	2.6	-1.5	-3.3
COc1ccc(/C=C/C(=O)Nc2cccc(Cl)c2C)cc1OC	0.1	0.5	1.3	8.1
COC(=O)c1cc(-c2ccc(OC)cc2)nc2ccc(Cl)cc12	-0.1	2.9	0.9	-2.3
CCOC(=O)c1c(NC(=O)COc2ccc(CC(NC(=O)c3ccccc3)C(=O)OC)cc2)sc2c1CCCC2 (centres undefined)	0.1	0.6	7.6	8.1
COC(=O)C(Cc1ccccc1)NC(=O)C(Cc1ccccc1)NC(=O)C(N)CC(N)=O (centres undefined)	-0.1	0.9	3.6	2.0
CCN(CC(=O)Nc1ccccc1OC)C(=S)Nc1ccc(OC)cc1	0.0	0.2	-6.7	0.0
N#Cc1c(=O)c2nc(N3CCCC3)ncc2n2c(=O)c3ccccc3[nH]c12	0.7	-0.5	-3.8	16.9
Cc1ccc(-n2cc(-c3ccccc3)c3c(N4CCC(Cc5ccccc5)CC4)ncnc32)cc1	-0.2	1.4	-6.9	1.3

Entries from the list above that have an NH in an aromatic ring:
SMILES	FBW7 activator	GPR151 activ	TEAD-YAP block	MITF inh
CCOC(=O)C1=C(CC)Nc2ccccc2N=C1N=Cc1c(O)[nH]c(=O)[nH]c1=O	0.1	-0.5	0.4	6.4
COc1cccc(-c2cnc3[nH]c(=O)n([C@H](C)c4ccccc4)c3n2)c1	-0.3	0.1	7.3	-5.5
COc1ccc(OCC(=O)Nc2ccc(-c3nc4ccccc4[nH]3)cc2)cc1	0.5	-2.5	-28.1	-1.6
COCCNC(=O)c1c[nH]c2ccc(S(=O)(=O)N(C)CCC#N)cc2c1=O	-0.2	0.7	4.7	-1.8
N#Cc1c[nH]n2c(NC3CCCC3)c(-c3cccs3)nc12	-0.2	0.3	-2.3	7.9
O=C(Nc1ccc(-c2nc3ccccc3[nH]2)cc1)c1ccc(N2C(=O)CCC2=O)cc1	0.1	1.3	15.2	20.1
N#Cc1c(=O)c2nc(N3CCCC3)ncc2n2c(=O)c3ccccc3[nH]c12	0.7	-0.5	-3.8	16.9

Later entries:
SMILES	FBW7 activator	GPR151 activ	TEAD-YAP block	MITF inh
Clc1ccccc1CSc1nnc(-c2cccnc2)o1	-0.1	1.0	-55.3	-9.2
Cc1ccc(SCCC(=O)N2CCN(Cc3ccccc3)CC2)cc1	0.0	0.3	-15.4	-5.9
CN(C)c1ccc(/C=c2\sc3nc4ccccc4n3c2=O)cc1[N+](=O)[O-]	0.2	2.9	16.6	6.0
CC1CCc2c(sc(NC(=O)c3ccc(Cl)c([N+](=O)[O-])c3)c2C(N)=O)C1 (centres undefined)	-0.1	0.5	6.7	17.6
O=C(CCC1CCCN(C(=O)CC2=CCCCC2)C1)N1CCN(c2ccccn2)CC1 (centres undefined)	0.5	0.6	-8.3	-0.7
COc1ccc(C(=O)N/N=C2\CC(C)CC(C)(C)C2)cc1OC (centres undefined)	0.1	-3.3	16.7	18.1
CCc1ccc(NC(=O)Nc2cccs2)cc1	0.6	-1.6	-50.9	10.3
Cc1nnc(SCC(=O)N(C2CCCCC2)C2CCCCC2)n(N)c1=O	-0.2	-1.4	-3.5	-28.7
COc1ccc(/C=N/N2CCN(C)CC2)c(OC)c1	0.0	-0.8	4.2	17.4
Cc1cc(C)nc(/N=C(\NC(=O)c2ccccc2)Nc2ccccc2)n1	-0.1&-0.1	-0.3&0.0	0.6&1.1	-0.2&3.9
CCCCn1c(C)c(C)n2c3c(=O)[nH]c(=O)n(C)c3nc12	0.0	1.8	5.7	14.3
Nc1c(C(=O)Nc2ccc(Cl)cc2F)sc2nc(-c3ccncc3)ccc12	-0.1	-1.1	-19.3	-2.8
Cc1cc(C)c2nc(NC(=O)c3ccc(N(C)C)cc3)sc2c1	0.3	0.8	-16.3	1.4
O=C(Nc1nc(-c2nc3ccccc3s2)cs1)c1cccc([N+](=O)[O-])c1	0.2	3.3	-23.6	3.8
CN(C)S(=O)(=O)NCCNc1ccc([N+](=O)[O-])cc1Cl	0.6	-0.8	-4.5	11.2
COc1ccc(/C=N/NC(=O)CSc2nc3ccccc3o2)c(OC)c1	-0.1	0.9	-28.1	4.0
C=CCn1c(=O)c(C(=O)Nc2ccc(C)c(Cl)c2)c(O)c2ccccc21	-0.1	-1.0	7.4	-13.2
c1ccc(-n2ncc3c(SCc4nnc(-c5cccs5)o4)ncnc32)cc1	-0.2	-0.1	-5.9	-13.3
COc1ccc(NC(=O)c2ccco2)cc1NC(=O)COc1ccccc1Cl	0.1	0.9	2.5	8.4
CC1CN(C(=O)CCC(=O)NC2CCCC(C)C2C)c2cc(Cl)ccc2O1 (centres undefined)	0.0	-1.4	3.0	15.5
O=C(CN(Cc1ccccc1Cl)C(=O)c1csnn1)NCc1ccc2c(c1)OCO2	0.0	-0.8	-0.9	9.0

Screening results (PubChem BioAssay)
